Screening data from PubChem.
IMP-1 inhibitor: IMP-1 metallo-beta-lactamase inhibitors, primary screen, biochemical, epi-absorbance readout, Pseudomonas aeruginosa enzyme. metallo-beta-lactamase IMP-1 (Pseudomonas aeruginosa). purified IMP-1, nitrocefin hydrolysis, epi-absorbance fluorescence. inhibition, % at 5.6 µM. hit rate 0.45% among 290,000. AID 1556, 2009;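 active means inhibition above the mean plus 3 SD of all compounds in the same screening run, cut at about 4.5% in these data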;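 further: 0% = IMP-1 with DMSO and 100% = DMSO wells lacking enzyme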
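System: purified recombinant IMP-1 beta-lactamase. Medium: Zinc- and detergent-supplemented HEPES buffer, pH 7.1. Compound: one 5.6 µM dose […]. Schedule: 15 min preincubation plus 25 min reaction at 25 °C. Technique: Epi-absorbance fluorescence, 480 nm excitation, 530 nm emission.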
NALP1 yeast inh: NALP1 inflammasome inhibitors in reconstituted yeast, colorimetric, S. cerevisiae, triplicate retest | S. cerevisiae NALP1/ASC/caspase-1 growth, X-gal OD620, 72 h | inhibition, % at 10 µM | hit rate 0.61% among 280,000 | AID 2071, 2009; in the data active means inhibition mostly above about 24%, no sharp cut-off; inactive means mostly below about 32%; further: some compounds called inactive have numbers as strong as hits
SUMO HTRF inh: inhibitors of in vitro SUMOylation cascade, primary screen, biochemical, HTRF, uHTS | SUMO-conjugating enzyme UBC9 (Homo sapiens), P63279 | AID 2006, 2009 | inhibition, % at 35 µM | HTRF SUMOylation assay, SAE1/SAE2 + UBC9 | hit rate 0.36% among 290,000; in the data active means inhibition above about 50%, passing the limit was not always enough; further: strong numbers were not always called active
Target sequence (P63279 whole entry, looked up): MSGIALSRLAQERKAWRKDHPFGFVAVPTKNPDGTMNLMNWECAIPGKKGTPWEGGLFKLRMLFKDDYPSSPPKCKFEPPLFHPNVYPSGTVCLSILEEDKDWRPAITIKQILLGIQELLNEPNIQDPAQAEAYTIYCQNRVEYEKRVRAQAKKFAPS
FID counter: compounds displacing fluorescent DNA intercalator, primary screen, artefact control for HCV NS3 helicase inhibitor project, biochemical, FID fluorescence; DNA fluorescent intercalator displacement; inhibition, % at 7.9 µM; hit rate 0.17% among 290,000; in the data active means inhibition above about 37%;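 further: 0% = vehicle and 100% = reference compound; higher means more ethidium bromide displaced from hairpin DNA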
VIM-2 inh: VIM-2 metallo-beta-lactamase inhibitors, primary screen, biochemical, epi-absorbance readout, Pseudomonas aeruginosa enzyme; purified VIM-2, nitrocefin hydrolysis, epi-absorbance fluorescence; inhibition, % at 5.6 µM; hit rate 0.89% among 290,000;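 active means inhibition above the mean of all tested compounds plus 3 SD, cutoff set per screening run, cut at about 7.5% in these data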;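 further: red hydrolysis product quenches plate fluorescence so inhibitors raise well fluorescence; 0% = enzyme with DMSO and 100% = DMSO without enzyme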
PfM18AAP inh: PfM18AAP inhibitors, malaria aminopeptidase, primary screen, biochemical, QFRET, recombinant enzyme | H-Glu-NHMec fluorogenic cleavage | inhibition, % at 7.35 µM | hit rate 1.2% among 290,000 | AID 1822, 2009;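 active means inhibition above the campaign mean inhibition over all tested compounds plus 3 SD, cut at about 28% in these data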;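 further: 0% = plate median of test compound wells and 100% = 2 mM ZnCl2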
MEKK2 WT-MEK5: modulators of MEK5 binding to wildtype MEKK2, primary screen, biochemical, multiplex bead flow cytometry, Alexa488-MEK5 | Alexa488-MEK5 binding to MEKK2 WT; actives lie on both sides | Mitogen-activated protein kinase kinase kinase 2 (Homo sapiens), Q9Y2U5 | binding response (% of control), % at 10 µM | hit rate 1.1% among 290,000; in the data active means binding response below about 67% or above about 130%
HCV NS3 hel inh: inhibitors of HCV NS3 helicase, primary screen, biochemical, Cy5 molecular beacon fluorescence; AID 1800, 2009; hit rate 0.56% among 290,000; Hepatitis C virus NS3 helicase; inhibition, % at 10.9 µM; NS3 helicase DNA unwinding;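 active means inhibition above the mean of all tested compounds plus 3 SD, set per campaign, cut at about 35% in these data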;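 further: 0% = DMSO wells and 100% = thioflavine S control wells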
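Measured by: Cy5 fluorescence, 0 and 60 min reads / Assay system: NS3 helicase fragment of HCV / Control set: low DMSO, high thioflavine S at 110 µM / Times: 1 h reaction at 25 °C, ATP-initiated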
MEKK2mut PB1 HTS: MEK5 binding signal on mutant MEKK2 PB1, primary screen, biochemical, multiplex bead flow cytometry, Alexa488-MEK5; Alexa488-MEK5 binding to MEKK2 mutant; percent response, % at 10 µM; hit rate 0.35% among 290,000; in the data active means percent response above about 24%, passing the limit was not always enough; further: inactives centre near 1; some results filed as inactive read as strong as hits
* marks the source's active call; other numbers are inactive results; · = not tested or not shown.

Values run as follows: FID counter	IMP-1 inhibitor	NALP1 yeast inh	MEKK2mut PB1 HTS	MEKK2 WT-MEK5	HCV NS3 hel inh	SUMO HTRF inh	VIM-2 inh	PfM18AAP inh
CN([C@@H](Cc1ccc(OS(=O)(=O)c2cccc3cnccc23)cc1)C(=O)N1CCN(c2ccccc2)CC1)S(=O)(=O)c1cccc2cnccc12
 : -28	-3.0	26	-1	105	-31	21	-3.8	-7
Cc1ccccc1NC(=O)C1CC(Cl)=CCC1C(=O)O (stereo not drawn)
 : -4	-0.7	-7	1	98	5	5	-1.4	2
O=C(CN1CCC(n2nnc3cc(C(F)(F)F)ccc32)CC1)Nc1ccc2c(c1)OCCO2
 : -15	-3.9	10	-2	96	1	-6	-4.3	-3
Cc1ncc(S(=O)(=O)c2ccccc2)c(-c2ccc(Cl)cc2Cl)n1
 : -18	-1.6	10	6	105	4	14	-1.6	0
CC1SCC(NC(=O)c2cccc(Cl)c2)CS1 (stereo not drawn)
 : -6	-0.5	·	11	97	11	6	0.0	4
Cc1csc(NC(=O)CSc2nc(=O)[nH]c3c2CCCC3)n1
 : -22	-0.9	-1	5	104	-2	13	1.7	-2
Cc1ccc(-n2c3c(c(=O)[nH]c2=S)C(C(F)(F)F)(C(F)(F)F)NC(=O)N3)cc1
 : -6	-6.8	41*	6	103	-5	10	-6.0	-3
CC(C)(C)c1nnc(NC(=O)Cc2ccccc2[N+](=O)[O-])s1
 : -5	-3.2	28	-2	98	-9	-13	-0.1	4
O=C(Nc1cccnc1)c1ccc(S(=O)(=O)c2ccc(Cl)cc2)cc1
 : -14	-3.2	11	4	107	0	-2	-2.8	5
COc1ccc(N2CCN(C(=O)C3CCN(S(=O)(=O)c4c(C)noc4/C=C/N(C)C)CC3)CC2)cc1
 : -42	-1.7	-6	7	98	34	-6	-1.2	9
CCO[C@H]1OC(C(=O)NC2CC2)=C[C@@H](c2ccc(Br)cc2)[C@@H]1CCCO
 : -29	-3.6	-8	3	96	0	-6	-2.1	-5
COc1ccccc1NC(=O)CSc1nnc(-c2ccccc2)o1
 : -9	-1.0	-6	-4	87	-2	13	-1.0	7
COc1cccc(NC(=O)COC(=O)c2ccco2)c1
 : -1	-2.4	4	4	106	2	8	-4.0	2
CCCC(=O)Nc1c(-c2ccccc2)c(=O)c(C)nn1-c1ccc(Cl)cc1
 : 1	1.4	30	0	99	-1	-8	-2.8	3
CCN(CC)S(=O)(=O)c1cccc(NC(=O)c2cc(-c3cccs3)nn2-c2ccccc2)c1
 : -12	-4.0	32	-1	105	-18	-8	-2.8	0
O=C(Nc1ccccc1C(=O)O)/C(=C/c1ccc(Cl)cc1Cl)NC(=O)c1ccco1
 : -31	1.6	20	-1	100	2	12	3.0	-7
O=C(Oc1cccnc1)c1cccc(Cl)c1
 : -1	-2.5	9	1	83	11	20	-1.4	-2
Cc1ccccc1-c1nsc(SCC(=O)Nc2ccc3c(c2)OCO3)n1
 : 0	-0.1	23	0	104	6	-21	0.9	-14
O=C(CCCCCN1C(=O)c2ccccc2C1=O)NCCc1nc2ccccc2[nH]1
 : -8	0.5	5	-2	102	-2	11	-1.6	1
Cc1ccc(C)c(NCc2ccccc2CO)c1
 : 0	-0.8	-2	-8	89	-9	-1	2.9	4
CCOC(=O)C1=C(C)NC(=O)C(C(N)=O)C12CCCC2 (stereo not drawn)
 : 1	-2.1	12	-3	97	2	13	-2.4	-3
COC(=O)c1ccc(-c2nn(C)c(=O)c3ccccc23)cc1
 : -10	-3.0	44	-6	97	-4	12	-1.1	6
Cc1cc(=O)oc2cc(OCC(=O)NCCc3ccccc3)ccc12
 : -24	-5.8	-8	-1	95	15	3	-4.1	2
COC(Cc1nnc(SC)n1-c1ccc(Cl)cc1)OC
 : -9	-1.6	-1	3	107	-7	33	-5.2	2
CCN1CCC(NC(=O)c2cc(OC)c(OC)cc2OC)CC1
 : 3	-2.4	7	4	106	3	18	-2.5	5
ClCc1nc2ccccc2c2ccccc12
 : 12	-2.1	15	4	107	-4	8	5.7	12
Cc1cccc(CCNC(=O)Cn2ncc3c([nH]c4ccccc43)c2=O)c1
 : -6	1.2	12	-5	98	14	38	0.6	-2
COCCNC(=O)C(OC(=O)c1cccs1)c1ccccc1 (stereo not drawn)
 : 0	-2.2	-18	4	106	5	7	-2.1	1
C1CCCN(CCCCN2CCCCCC2)CC1
 : 6	-2.8	·	·	·	-4	1	-3.1	3
CCn1c(SCC(=O)N2CCN(c3ccc(F)cc3)CC2)nc2ccccc2c1=O
 : -5	-1.6	4	0	100	-3	6	-1.7	-2
CCOC(=O)c1[nH]c2ccccc2c1NC(=O)c1ccc2c(c1)OCO2
 : -5	-4.1	40*	3	106	3	12	-1.8	-1
COc1ccc(C(=O)c2c[nH]c(C(=O)NCc3cccs3)c2)cc1
 : -13	-2.6	6	·	·	-4	11	-2.3	-6
CCN(CC)c1nc(-c2ccccc2)cc(C(F)(F)F)c1C#N
 : -2	-2.2	24	-3	91	1	14	0.6	-2
Cc1ccc(S(=O)(=O)N[C@@H](Cc2ccccc2)C(=O)N2CCC(C(=O)N[C@@H](CC(C)C)C(=O)O)CC2)cc1
 : -30	-0.7	-44	7	107	-3	21	-2.2	-8
Cc1ccc(CNC(=O)C2CCC(=O)N(Cc3cccc(C(F)(F)F)c3)C2)o1 (stereo not drawn)
 : -26	-1.6	12	3	101	-3	10	-4.6	-3
CC(C)[C@H](NC(=O)c1ccccc1Cl)C(=O)Nc1nc(-c2ccccn2)cs1
 : -26	-1.3	-34	0	91	-3	-11	-2.2	-2
CCOc1ccc(-n2cc(-c3ccccc3)c3c(N4CCOCC4)ncnc32)cc1
 : 1	-1.7	13	4	104	-2	-3	0.7	0
COc1cc(/C=C/C(=O)OCC(=O)NC(=O)NC(C)C)ccc1O
 : -16	-1.6	23	-12	98	8	29	0.0	-16
COC(=O)c1ccc(NC(=O)CO/N=C2\CCCc3nonc32)cc1
 : -4	-4.6	-9	0	104	9	5	-2.9	5
C/C=C/Cn1c(SC)nc2c1c(=O)[nH]c(=O)n2C
 : 2	-2.5	11	14	113	2	24	0.6	5
S=C(NCc1ccco1)N/N=C/c1ccc(Cl)cc1
 : -8	-4.8	15	-1	103	-18	23	-2.7	0
Cc1cc(C)cc(N(C(=O)c2ccc3c(c2)OCO3)C2C=CS(=O)(=O)C2)c1 (stereo not drawn)
 : -14	-3.1	-13	5	105	1	15	-3.6	-1
CC(=O)N1CCN(c2ccc(NC(=O)c3ccc(F)cc3)cc2)CC1
 : -6	0.0	23	1	107	12	-12	0.4	7
CCc1nc(N2CCCCC2C(=O)O)c2oc3ccccc3c2n1 (stereo not drawn)
 : -31	-1.7	9	6	97	2	5	-0.4	-11
CCc1ccccc1NC(=O)C1c2ccccc2Oc2ccccc21
 : 16	-2.0	36	3	103	1	-3	-1.5	-1
O=C(COc1ccc(Cl)cc1)NNC(=O)C(=O)NC1CCCCC1
 : -13	-2.0	2	-2	98	0	-6	-4.4	5
O=C(O)CN1CCN(C(c2ccccc2)c2ccccc2)CC1
 : -5	-0.1	-6	3	101	0	10	-0.2	-8
CCCCNC(=O)CN(c1cccc(F)c1)S(C)(=O)=O
 : -4	-4.2	-4	-2	105	-1	7	-1.6	4
O=C(c1ccc(CS(=O)c2ccccc2Cl)o1)N1CCN(c2ccccn2)CC1 (stereo not drawn)
 : -40	-2.7	-14	3	101	-2	2	-2.4	3
O=C(NCc1ccc2c(c1)OCO2)C1(S(=O)(=O)c2ccccc2)CC1
 : -5	1.4	-59	10	107	2	0	-0.9	-1
Cc1ccc(CNC(=O)C(OC(=O)c2ccco2)C(C)C)cc1 (stereo not drawn)
 : -8	-1.4	16	10	105	0	29	-0.2	0
Cc1c(C(=O)NCCN2CCOCC2)oc2ccc(S(=O)(=O)N3CCCCCC3)cc12
 : -3	-2.7	20	7	112	-12	18	-1.6	3
COc1ccc(C(=O)Nc2cnn(Cc3c(F)cccc3Cl)c2)cc1OC
 : -30	2.5	·	-4	93	0	-1	0.5	2
Cc1ccc(S(=O)(=O)NC(=O)COc2cc(C)ccc2C(C)C)cc1
 : -39	-2.8	6	-3	95	5	15	-3.8	4
Cc1ccc(-n2nnnc2SCC(=O)Nc2cccnc2Cl)cc1
 : -14	0.0	19	1	97	2	-14	-2.0	-2
COc1ccc(N/C=C(/C(C)=O)c2ccccc2)cc1
 : -3	-2.1	·	-15	89	1	-9	1.7	8
CC(=O)N1CCN(c2ncnc3ccccc23)CC1
 : -2	-1.8	6	4	106	0	-1	-0.5	-1
O=C(/C=C/c1cccc([N+](=O)[O-])c1)NC(=S)Nc1ccc(CN2CCOCC2)cc1
 : -2	1.9	29	0	104	5	5	-0.7	3
COC(=O)c1ccc(NC(=S)N(Cc2cccnc2)Cc2ccco2)cc1
 : -14	-3.5	13	7	106	0	5	-2.4	2
Cc1cc(Nc2ccc(N3CCC(C)CC3)cc2)n2ncnc2n1
 : -22	-3.7	9	-12	81	-4	-4	2.4	9

The list continues:
Values run as follows: FID counter	IMP-1 inhibitor	NALP1 yeast inh	MEKK2mut PB1 HTS	MEKK2 WT-MEK5	HCV NS3 hel inh	SUMO HTRF inh	VIM-2 inh	PfM18AAP inh
Cc1cc(N2CCOCC2)nc(C(C)C)n1
 : -3	-1.4	-19	-3	99	0	16	-4.0	2
COC(=O)c1cc(NC(=O)c2c(F)c(F)c(F)c(F)c2F)cc(C(=O)OC)c1
 : -10	-3.1	24	1	109	3	-2	-0.8	-12
Cc1cc2nc(C)n3c4ccccc4nc3n2n1
 : -6	-3.5	-14	7	101	4	-15	7.2	2
CN(C)/C=N/C(=S)Nc1ccccc1
 : 0	-3.2	0	1	105	10	6	-2.6	-8
C=CCSC1=N/C(=C\c2sccc2C)C(=O)S1
 : -3	0.3	10	-2	99	15	14	1.0	-1
CC1CCCN(C(=O)c2ccc(S(=O)(=O)Nc3ccccc3Cl)cc2)C1 (stereo not drawn)
 : -16	-0.3	16	5	105	18	2	0.2	-1
OC(Cn1ccnc1)c1ccc(Cl)cc1Cl (stereo not drawn)
 : 2	-4.2	8	-8	95	4	19	-2.6	0

Ordered by length of the SMILES (rising): part of the list above
Values run as follows: FID counter	IMP-1 inhibitor	NALP1 yeast inh	MEKK2mut PB1 HTS	MEKK2 WT-MEK5	HCV NS3 hel inh	SUMO HTRF inh	VIM-2 inh	PfM18AAP inh
CN(C)/C=N/C(=S)Nc1ccccc1
 : 0	-3.2	0	1	105	10	6	-2.6	-8
Cc1cc2nc(C)n3c4ccccc4nc3n2n1
 : -6	-3.5	-14	7	101	4	-15	7.2	2
C=CCSC1=N/C(=C\c2sccc2C)C(=O)S1
 : -3	0.3	10	-2	99	15	14	1.0	-1
